Assay outcomes from PubChem BioAssay.
CendR NRP1 mod – NRP-1/CendR interaction modulation; AID 602438; FAM-RPARPAR peptide binding to NRP-1, fluorescence polarization; O14786; 0.85% of 360,000 active; inhibition, % at 25 µM;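 active means inhibition or corrected inhibition above about 18%, plus a signal ratio from 0.5 to 1.5, limit read from the data, passing the limit was not always enough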; further: strong numbers were not always called active
Target sequence (O14786 whole entry, looked up): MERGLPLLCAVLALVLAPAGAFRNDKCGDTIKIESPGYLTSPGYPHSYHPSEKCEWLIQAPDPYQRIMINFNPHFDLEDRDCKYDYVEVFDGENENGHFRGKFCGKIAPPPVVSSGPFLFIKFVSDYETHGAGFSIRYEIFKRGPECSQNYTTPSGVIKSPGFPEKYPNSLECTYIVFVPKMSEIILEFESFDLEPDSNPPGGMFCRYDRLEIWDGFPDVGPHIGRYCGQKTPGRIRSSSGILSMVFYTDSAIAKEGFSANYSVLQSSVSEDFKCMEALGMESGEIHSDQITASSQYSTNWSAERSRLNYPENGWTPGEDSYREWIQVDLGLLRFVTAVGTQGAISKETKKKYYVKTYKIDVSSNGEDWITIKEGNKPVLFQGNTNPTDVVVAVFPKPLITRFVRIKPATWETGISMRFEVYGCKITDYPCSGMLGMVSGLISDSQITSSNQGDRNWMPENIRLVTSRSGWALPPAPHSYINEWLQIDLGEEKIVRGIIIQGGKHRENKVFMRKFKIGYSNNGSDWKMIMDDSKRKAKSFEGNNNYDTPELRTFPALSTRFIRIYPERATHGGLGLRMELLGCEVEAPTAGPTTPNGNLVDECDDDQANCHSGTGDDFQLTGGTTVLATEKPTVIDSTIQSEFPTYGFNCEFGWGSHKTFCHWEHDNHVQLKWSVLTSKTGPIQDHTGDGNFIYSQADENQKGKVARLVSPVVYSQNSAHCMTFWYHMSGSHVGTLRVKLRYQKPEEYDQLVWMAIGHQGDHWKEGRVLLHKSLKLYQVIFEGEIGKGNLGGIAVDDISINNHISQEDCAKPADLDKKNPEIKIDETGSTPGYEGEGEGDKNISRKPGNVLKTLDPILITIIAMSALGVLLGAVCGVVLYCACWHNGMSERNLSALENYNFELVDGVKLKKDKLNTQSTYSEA
FAS-TE inh – blocks the thioesterase domain of human fatty acid synthase. P49327. recombinant FAS-TE, OMFH fluorogenic substrate, fluorescence endpoint. 0.67% of 360,000 active. inhibition, % at 15 µM. AID 602261;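 active means compounds whose normalised, plate-corrected inhibition of enzyme fluorescence in the single-dose primary screen is 50% or more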;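 further: 0% = DMSO with enzyme and 100% = substrate without enzyme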
Rin1 Abl inh – inhibitors of human Rin1-Abl protein interaction. 0.4% of 360,000 active. TR-FRET Rin1/Abl binding, biochemical. P00519+Q13671. AID 588664. inhibition, % at 7.35 µM; in the data active means inhibition above about 5%, passing the limit was not always enough
eLon inh – E. coli protease La inhibition; P0A9M0; purified E. coli Lon protease, fluorescence polarization; 0.42% of 360,000 active; inhibition, % at 7.94 µM; in the data active means inhibition above about 13%, passing the limit was not always enough;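 further: 0% = enzyme with probe and DMSO and 100% = no enzyme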
MsrA inhibitor – inhibits bovine methionine sulfoxide reductase A; purified bovine MsrA, absorbance read-out; inhibition, % at 15.5 µM; 0.75% of 360,000 active; AID 651718; in the data active means inhibition above about 4.5%;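 further: 0% = vehicle wells with enzyme and 100% = reference inhibitor wells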
SKN-1 block – C. elegans SKN-1 inhibition; C. elegans VP596 Pgst-4::GFP/RFP ratio, acrylamide-induced, 24 h; inhibition, % at 21.8 µM; 0.49% of 360,000 active;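 active means interference check ratio from 0.5 to 1.5 plus GFP to RFP signal ratio inhibition reaching or exceeding a fixed threshold, cut at about 30% in these data, passing the limit was not always enough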; further: some compounds called inactive have numbers as strong as hits
MsrA act – activates bovine MsrA enzyme; purified bovine MsrA, absorbance read-out; activation, % at 10.6 µM; 0.3% of 360,000 active; in the data active means activation above about 7.5%;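 further: 0% = vehicle and 100% = reference activator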
Neddyl block – blocks human cullin neddylation | TR-FRET cullin neddylation, biochemical | calls only at 25 µM | 0.58% of 360,000 active | AID 651699; in the data active means inhibition above about 36%
MT1-MMP act inh – inhibitors of human MT1-MMP activation; P50281; HT1080 RFP-PRO-GFP cells, GFP/RFP ratio fluorescence, overnight; percent of plate control window, DMSO zero; GFP/RFP ratio change, % at 20 µM; 0.061% of 360,000 active;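 active means GFP/RFP ratio change of at least 30% with cell ATP level not reduced by more than half and red fluorescence within 50% of control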; further: strong numbers were not always called active
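Assay system: HT1080 RFP-PRO-GFP cells | Dosing: 20 µM single dose, 1% DMSO | Incubation: Cells overnight before dosing, compound overnight, 37 °C, 5% CO2 | Evaluation: GFP/RFP fluorescence ratio | Control set: DMSO-only wells and HT1080 RFP-L50D-GFP cell wells as references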
* marks the source's active call; other numbers are inactive results; i = inactive; nt = no result given.

SMILES	CendR NRP1 mod	FAS-TE inh	Rin1 Abl inh	eLon inh	MsrA inhibitor	SKN-1 block	MsrA act	Neddyl block	MT1-MMP act inh
CCN(Cc1ccccc1)C(=O)c1ccc2c(=O)n3c(nc2c1)CCC3	4	6	2	-5	-0.5	3	-3	i	3
COc1ccc(NC(=O)CN(C)C(=O)c2c(-c3c(F)cccc3Cl)noc2C)cc1	0	-6	-1	-4	-1.1	5	-4	i	-4
Cc1cccc(OCCC(=O)N(C)CC(=O)Nc2cccc3ccccc23)c1	10	4	2	0	-0.8	-2	-7	i	2
Cc1ccc2c(c1)N(CC(=O)N1CCOCC1)C(=O)CO2	-3	1	0	2	-1.2	-8	-2	i	1
CSc1ccccc1NC(=O)c1ccccc1C	-8	-12	3	9	-0.4	12	-9	i	5
Cc1cc(SCC(=O)N/N=C/c2ccc(O)cc2O)nc2ccccc12	-7	14	-5	2	3.4	9	-1	i	-4
Cc1ccc(S(=O)(=O)N2CCOCC2)cc1NC(=O)COC(=O)COc1ccccc1[N+](=O)[O-]	-1	-8	-1	6	1.5	-13	-3	i	-3
Cc1ccc(NS(=O)(=O)c2cc3c4c(cccc4c2)C(=O)NC3=O)cc1	7	4	1	10	1.3	13	0	i	-17
COC(=O)C1(C)CCCC2(C)C3CCC(C(C)C)C(CO)C3C(CO)CC12 (configuration not stated)	6	9	3	4	-0.3	11	-10	i	-2
O=C(NCc1ccccc1)C(c1ccccc1)N(Cc1cccs1)C(=O)c1cnccn1 (configuration not stated)	1	6	4	1	0.6	15	0	i	-4
CN(Cc1nc(-c2cccs2)no1)CC1COCCO1 (configuration not stated)	0	-9	3	0	1.6	16	-9	i	1
S=C(NCc1ccccc1)N1CCc2ccccc2C1	6	7	2	-2	-0.1	13	9.5*	i	4
CC(=O)C1=C(Nc2ccccc2)CC(C)(O)C(C(C)=O)C1c1ccccc1 (configuration not stated)	-7	-3	0	-8	1.2	8	-1	i	2
CN(N=Nc1cccc([N+](=O)[O-])c1)c1cccc([N+](=O)[O-])c1	8	32	0	-2	1.3	25	-3	i	5
O=C(CCc1nc2ccccc2s1)NCc1ccccc1F	-20	-10	2	1	0.1	-4	-9	i	-10
CCc1cc2ccc(C)c(C)c2nc1SCC(=O)Nc1cc(C)on1	4	0	-1	9	0.4	-5	-1	i	0
COc1ccc(S(=O)(=O)Nc2c(C)nc3nc(C)[nH]n3c2=O)cc1	8	-4	0	9	0.7	-1	-9	i	0
O=C(OCC(=O)N1CCN(c2ccccc2)CC1)c1ccco1	0	-6	-5	-10	-0.1	-6	0	i	12
CN1CCN(CC(O)COC(c2ccccc2)c2ccccc2)CC1 (configuration not stated)	-1	-6	-2	-1	1.0	4	-7	i	3
O=C(CN1C(=O)c2ccccc2S1(=O)=O)NCCc1ccccc1	-3	0	4	8	0.7	3	-4	i	-3
Cc1ccc(NC(=O)CSc2ccc3nnc(CCNC(=O)c4ccccc4)n3n2)c(C)c1	-6	-6	-2	1	0.2	-3	-5	i	11
COc1cccc(C(O)c2nc(-c3ccc(C)c(C)c3)cs2)c1 (configuration not stated)	4	14	-1	-6	0.0	9	-1	i	7
CC(C)(C)C(=O)Nc1ccc(N2CCN(C(=O)c3cccs3)CC2)cc1	1	-6	2	-21	-0.6	-2	-2	i	5
COc1ccc(CN2CCNC(=O)C2CC(=O)NCCCn2cccn2)cc1C (configuration not stated)	3	-4	2	11	-1.1	4	-6	i	-2
COc1cc(NC(=O)c2ccno2)cc(C(=O)Nc2cccc(C(F)(F)F)c2)c1	0	30	5	-8	0.2	-12	-3	i	8

As entered above:
`Cc1ccc(NC(=O)CSc2ccc3nnc(CCNC(=O)c4ccccc4)n3n2)c(C)c1` in MsrA inhibitor is listed with 0.2
`CCN(Cc1ccccc1)C(=O)c1ccc2c(=O)n3c(nc2c1)CCC3` in MsrA act is listed with -3

Part of the list above, showing only CendR NRP1 mod:
SMILES | CendR NRP1 mod
S=C(NCc1ccccc1)N1CCc2ccccc2C1 | 6
CC(=O)C1=C(Nc2ccccc2)CC(C)(O)C(C(C)=O)C1c1ccccc1 (configuration not stated) | -7
CN(N=Nc1cccc([N+](=O)[O-])c1)c1cccc([N+](=O)[O-])c1 | 8
O=C(CCc1nc2ccccc2s1)NCc1ccccc1F | -20
CCc1cc2ccc(C)c(C)c2nc1SCC(=O)Nc1cc(C)on1 | 4
COc1ccc(S(=O)(=O)Nc2c(C)nc3nc(C)[nH]n3c2=O)cc1 | 8
O=C(OCC(=O)N1CCN(c2ccccc2)CC1)c1ccco1 | 0

Later entries.
SMILES	CendR NRP1 mod	FAS-TE inh	Rin1 Abl inh	eLon inh	MsrA inhibitor	SKN-1 block	MsrA act	Neddyl block	MT1-MMP act inh
O=C(CSc1nc2ccccc2c(=O)[nH]1)Nc1ccc(C(=O)O)cc1	-10	-4	0	-7	0.5	6	-10	i	1
COc1cccc(OC)c1C(=O)Nc1ccccc1C(=O)N1CCOCC1	-20	-8	3	-3	2.1	-8	-1	i	1
Nc1ncnc2c1ncn2[C@@H]1O[C@H](C(=O)N2CCN(c3ccc(Cl)cn3)CC2)[C@@H](O)[C@H]1O	-3	2	5	-10	-0.3	-2	-12	i	4
NC(=O)Cc1ccc(C(=O)CSc2nnc(-c3ccncc3)n2C2CC2)s1	-24	-3	6	-15	0.4	-1	-2	i	-3
O=C(c1cccc2ccccc12)N1CCN(c2ccc([N+](=O)[O-])c(NCc3ccco3)c2)CC1	0	18	0	-4	0.1	19	-3	i	5
COC(=O)c1sccc1NC(=O)CSCCc1ccncc1	-5	-5	1	-5	-0.7	-5	-1	i	2
N/C(COc1ccc(Cl)cc1Cl)=N\NS(=O)(=O)c1ccccc1	2	2	3	-2	0.1	-6	-2	i	-6
COc1ccc(C(=O)NCCNc2nc3c(C)cccc3cc2C#N)cc1	-55	11	-3	-2	2.2	5	0	nt	3
O=C(C1=C[C@H](c2ccc3c(c2)OCO3)C[C@H](OCCCCO)O1)N1CCN(Cc2ccccc2)CC1	-8	-12	1	-9	-0.3	8	-1	i	-1
CCC(CC)c1nnc(NC(=O)C2CSC3(C)CCC(=O)N23)s1 (configuration not stated)	0	-5	-1	-9	1.7	-20	-1	i	-2
COC(=O)c1cccc(Cn2c(Cl)c(/C=N/Nc3ccccc3C)sc2=O)c1	-14	26	-4	-18	2.6	-13	-4	i	-13
O=C(CCS(=O)(=O)c1cccc2nonc12)NC1CCCCCC1	1	2	3	7	0.6	-9	-10	i	-5
N#CC(c1ccc(Cl)cc1)c1nc2ccccc2nc1C(F)(F)F (configuration not stated)	16	19	0	2	-1.1	-22	-3	i	-2
CCOc1ccc(C(=O)OCC(=O)NCCNC(=O)COC(=O)c2ccc(OCC)cc2)cc1	-4	-7	0	-12	0.7	3	-10	i	5
CC(C)(C)C1CCC(=NNS(=O)(=O)c2ccc(Br)cc2)CC1 (configuration not stated)	0	46	-2	2	-0.6	10	-1	i	-1
COc1ccccc1C(=O)N1CCN(C(=O)c2ccncc2)CC1	9	-6	0	7	-0.8	-15	-1	i	-6
Cc1cccc(NC(=O)c2nc[nH]c2C(=O)Nc2ccccc2F)c1	4	0	-4	3	3.1	-9	-1	nt	6
CCC1=C2CC[C@H]3C(=O)N(C)C(=O)[C@H]3[C@H]2[C@@]2(Cc3ccccc3)C(=NCC(=O)OC)OC(=O)N2C1=O	6	-5	0	9	-1.0	9	-1	i	3
COC(=O)c1c(C)[nH]c(C)c1C(=O)c1ccccc1Cc1ccccc1	3	17	-3	10	-1.0	8	-2	i	1
CN(C)c1cc(-c2ccccc2)nc(N)n1	11	-1	-2	-2	-0.3	4	-1	i	3
CC(=O)[C@@]12O[C@@H]1C[C@H]1[C@@H]3CC[C@H]4C[C@@H](O)CC[C@]4(C)[C@H]3CC[C@@]12C	0	0	1	6	1.2	2	-3	i	4
O=C(Nc1ccc(Cl)cc1)C1CCN(C(=O)c2ccco2)CC1	12	-5	2	3	0.9	11	-1	i	4
CCOC(=O)N1CCN(C2=C(NS(=O)(=O)c3ccccc3)C(=O)c3ccccc3C2=O)CC1	12	3	-4	6	0.5	10	-1	i	4
COc1ccc(NS(=O)(=O)c2ccc(N3CCOCC3)c(NC(=O)c3ccc(F)cc3)c2)cc1	4	10	-3	-5	-1.0	-6	1	i	3
Oc1ccccc1CNc1nc2ccccc2n1CCN1CCCCC1	-11	7	-2	7	0.3	7	-2	i	3

The results go on:
SMILES	CendR NRP1 mod	FAS-TE inh	Rin1 Abl inh	eLon inh	MsrA inhibitor	SKN-1 block	MsrA act	Neddyl block	MT1-MMP act inh
CCOC(=O)COc1cccc2c(=O)n(CC(=O)N3CCCCC3)ccc12	3	-3	-1	-2	0.4	1	-3	i	2
COc1cc(O)c(CC=C(C)C)c(O)c1C(=O)CCc1ccc(O)cc1	-22	-49	2	0	0.7	-2	-4	i	5
COCCNC(=O)c1cc(-c2ccc(Cl)c(Cl)c2)on1	2	-3	1	-7	1.9	-2	1	i	-6
O=C(Nc1ccc(Br)cn1)C1CCCN1S(=O)(=O)c1ccccc1 (configuration not stated)	24	-9	-2	3	0.7	-3	-9	i	0
CCCCN(C(=O)CSc1nnc(-c2ccc(OC)cc2)n1C(C)C)c1c(N)n(Cc2ccccc2)c(=O)[nH]c1=O	-5	2	2	1	0.5	6	-1	i	5
COCCNc1c(-c2ccc(OC)c(OC)c2)nc2ccc(Cl)cn12	3	-4	0	-2	2.6	4	-4	nt	5
Cc1cccc(S(=O)(=O)C(C#N)c2nc3ccccc3nc2N2CCOCC2)c1 (configuration not stated)	-16	-4	-3	6	0.7	8	-3	i	-3
COc1ccc(CNC(=S)Nc2ccc(OC)cc2)cc1	13	-11	-2	8	2.4	-5	-2	i	5
Cc1cccc2cc(CN(CC3CCCO3)C(=O)c3cccnc3)c3nnnn3c12 (configuration not stated)	-16	-7	2	-5	-0.8	9	-1	i	-1
CCC1CCC2(CC1)NC(=O)N(CC(=O)Nc1ccc(OC)cc1)C2=O (configuration not stated)	3	-3	5	0	0.6	5	-3	i	9
COc1ccc(NC(=O)c2c(-c3ccccc3Cl)noc2C)c(OC)c1	2	20	0	-7	0.9	-9	-3	i	-4
COc1ccccc1/C=C/C(=O)NCC(=O)N/N=C(/C)c1ccco1	1	-5	1	-1	1.4	8	-4	i	0
O=C(NCc1ccccc1)c1noc2c1CCCCC2	7	-1	3	-3	-1.2	10	-13	i	4
Clc1ccc(NCc2cccnc2)cc1	-14	-6	-1	12	1.5	10	2	i	3
N#CCCN(C(=O)COC(=O)c1ccc(S(=O)(=O)N2CCOCC2)cc1)c1ccccc1	-17	-3	2	-9	-1.2	13	-1	i	3
CCCn1c(SCC(=O)N2CCCCC2)nnc1-c1ccco1	8	-5	-4	-2	-0.5	-2	-2	i	4
C=CCn1c(SCC(=O)Nc2ccc(-c3nc4ccc(C)cc4s3)cc2)nnc1-c1ccncc1	0	-13	-5	-12	-0.2	2	-8	i	3
Cc1cc2oc(=O)cc(CN3CCCC3)c2cc1C	0	-10	0	-4	0.0	21	-2	i	3
Cc1c(C(=O)OCC(=O)N(C)c2ccccc2)oc2ccccc12	-4	4	2	-2	-0.1	4	1	i	3
CN(Cc1ccccc1)S(=O)(=O)c1ccc(N2CCCC2=O)cc1	7	5	1	-1	0.0	11	0	i	6
COc1cccc(CNC(=O)CN2C(=O)NC(c3ccccc3)(c3ccccc3)C2=O)c1	1	5	1	6	0.9	23	-3	i	-1
O=C(C[C@H]1C=C[C@@H](NS(=O)(=O)c2ccccc2)[C@@H](CO)O1)NCc1ccc(Cl)c(Cl)c1	-3	nt	nt	nt	-0.9	-7	nt	i	0
